12-LOX inh = inhibitors of human 12S-lipoxygenase ALOX12 | Potency, µM (highest dose often 108 µM), inactives show top-dose activity change, negative = inhibition, actives largely listed as inhibitors | AID 1671190 | purified 12hLO, xylenol orange hydroperoxide absorbance | 580,000 compounds, 1.1% hits
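Hydroperoxide product was detected by ferrous iron/xylenol orange as the 573 to 405 nm absorbance ratio. Arachidonic acid at 40 uM (final) was turned over for 30 min at room temperature by 150 nM human 12hLO, pH 7.0 Hepes buffer, after 15 min compound preincubation.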
rTrxR1 inhibitor = blocks rat thioredoxin reductase 1 | recombinant rTrxR1, NADPH fluorescence consumption, selenite substrate | Potency, µM (series often up to 114 µM), inactives show at the top dose activity change, negative = inhibition, actives largely listed as inhibitors | 390,000 compounds, 1% hits; further: nearly all actives have a fitted effect of over 65% in size
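Rat TrxR1 (90 nM in the dispensed reagent) was pre-reduced with 400 uM NADPH for 5 min at room temperature, then incubated with compound for 15 min. After 400 uM selenite was added, NADPH fluorescence (Ex 340/Em 450 nm) was followed for 8 min.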
RGS4 inh = inhibitors of human regulator of G protein signaling 4 | P49798 | Transcreener GDP fluorescence polarization, RGS4-accelerated GTP hydrolysis | Potency, µM (top dose mostly 114 µM), for inactives: at the highest dose activity change, negative = inhibition, hits mostly inhibitors | 390,000 compounds, 0.039% hits; further: nearly all actives have a fitted effect of over 75% in size; some results filed as inactive show a strong effect at the top dose
Target sequence (P49798 whole entry, looked up): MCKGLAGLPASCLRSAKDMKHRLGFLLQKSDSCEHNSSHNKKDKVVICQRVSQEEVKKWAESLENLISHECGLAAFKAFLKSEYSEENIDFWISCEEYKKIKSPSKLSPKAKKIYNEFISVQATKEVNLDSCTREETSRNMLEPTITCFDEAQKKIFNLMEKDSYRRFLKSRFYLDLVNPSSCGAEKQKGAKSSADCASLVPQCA
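MLSMR compounds (23 nl, pin-transferred) preincubated 10 min at room temperature with a 500nM (2x) first reagent, then RGS4 at 900nM (2x) plus Transcreener GDP mix added; fluorescence polarization (620/688 nm) read before and after 90 min at 30 °C.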
RXFP1 ag = RXFP1 (human) receptor agonism; Potency, µM (top dose mostly 57.5 µM), inactives show at the highest dose activation, most hits filed as activators; AID 2676; HEK293T-RXFP1 cAMP TR-FRET, 30 min; response scale: percent of porcine relaxin response, buffer zero; 370,000 compounds, 0.3% hits; further: nearly all actives have a fitted effect of over 60% in size; many of its hits are not listed in these tables
Target sequence (Q9HBX9 whole entry, looked up): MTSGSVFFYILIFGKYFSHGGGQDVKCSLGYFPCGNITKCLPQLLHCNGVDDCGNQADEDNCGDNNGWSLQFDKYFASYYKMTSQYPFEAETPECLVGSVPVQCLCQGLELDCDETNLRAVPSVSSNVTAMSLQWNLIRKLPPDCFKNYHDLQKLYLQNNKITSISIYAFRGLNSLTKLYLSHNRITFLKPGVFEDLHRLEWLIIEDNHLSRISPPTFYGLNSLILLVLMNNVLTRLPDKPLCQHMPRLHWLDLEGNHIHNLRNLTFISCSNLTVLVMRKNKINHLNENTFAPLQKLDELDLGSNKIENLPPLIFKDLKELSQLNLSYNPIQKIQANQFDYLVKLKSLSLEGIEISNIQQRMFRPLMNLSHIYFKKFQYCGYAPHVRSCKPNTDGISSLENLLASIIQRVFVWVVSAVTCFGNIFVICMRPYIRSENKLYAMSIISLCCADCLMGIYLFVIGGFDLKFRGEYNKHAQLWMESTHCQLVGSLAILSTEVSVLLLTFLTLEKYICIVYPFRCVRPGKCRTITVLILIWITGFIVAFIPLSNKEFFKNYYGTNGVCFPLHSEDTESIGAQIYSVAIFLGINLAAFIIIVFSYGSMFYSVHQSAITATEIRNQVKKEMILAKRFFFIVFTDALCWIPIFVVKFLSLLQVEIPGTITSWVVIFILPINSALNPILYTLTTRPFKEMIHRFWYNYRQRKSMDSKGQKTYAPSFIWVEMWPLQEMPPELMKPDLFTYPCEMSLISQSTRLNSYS
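Agonist response is measured as cAMP accumulation in an RXFP1-transfected HEK293T line under PDE4 inhibition. Values are scaled between buffer-only and 29 nM porcine relaxin, and EC50s come from standard Hill equation fits.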
* marks the source's active call; other numbers are inactive results; i = inactive; ? = inconclusive; · = no result given; [ ] = dose if it differs, or a comment. The call rests on the fitted dose curve; in most records, active means well fitted curve in the direction sought with a large enough effect; inconclusive means small, poorly fitted or top-dose-only effect, or another doubt; inactive means no such curve, though single readings can be large; an effect the other way counts as inactive or inconclusive. On the % scale 0 is the no-effect control and ±100 the full control effect; potency means the concentration at half of the fitted maximal effect. These rows are one share of the data; rates above refer to the full screens.

mol	12-LOX inh	rTrxR1 inhibitor	RGS4 inh	RXFP1 ag
OC(CNC1CCCCCCC1)c1ccccc1 (centres undefined)	·	·	·	-0.3%
CC(N)Cc1ccccc1Sc1ccc(O)cc1 (centres undefined)	·	·	·	-0.8%
O=C1C(=O)N(c2nccs2)C(c2ccccc2)/C1=C(\O)c1ccc2c(c1)OCCO2 (centres undefined)	·	·	·	?
Cc1ccc(-n2nc(C)c(C3C(C#N)=C(N)Oc4c3c(=O)oc3ccccc43)c2Cl)cc1 (centres undefined)	·	·	·	-0.3%
O=c1[nH]c(O)c(C=Nc2ccccc2[N+](=O)[O-])c(=O)[nH]1	·	·	·	-0.9%
CCCCCCNC(=O)N[C@H](Cc1ccc(O)cc1)C(=O)NCCC[C@H]1CN2C(=NC[C@H]2CCC)N1CC1CCC1	·	·	·	1.1%
Cn1c2ccccc2c2cnn(CC(=O)N3CCC4(CC3)OCCO4)c(=O)c21	·	·	·	2.7%
O=C(O)c1sc2cc(Cl)ccc2c1Cl	·	·	·	14µM*
NC(=O)c1ccc(N=Nc2c(O)[nH]c(=O)[nH]c2=O)cc1	·	·	·	0.0%
CCc1ccc(N2C(=O)NC(=O)/C(=C/c3ccsc3)C2=O)cc1	·	·	·	-4.3%
CC12CCC3C(CC=C4CC(O)CCC43C)C1C/C(=C\N1CCCC1)C2=O (centres undefined)	·	·	·	-0.7%
C/C=C(\C)C(=O)OC1C(C)=C2C(C1OC(=O)CCCCC)C(C)(OC(C)=O)CC(OC(=O)CCC)C1(O)C2OC(=O)C1(C)O (centres undefined)	·	·	·	0.5%
O=C(c1cc(-c2ccccc2)on1)N1CCC2(CC1)OCCO2	·	·	·	-0.2%
Cn1cccc1CNCCc1ccccc1	·	·	·	-0.2%
O=C1NC(=S)N(Cc2ccco2)C(=O)/C1=C\c1cccs1	·	·	·	0.9%
CCCn1cc2c3c(cccc31)C1CC(C)CN(C)C1C2 (centres undefined)	·	·	·	3.8%
Cc1cccc(N2C(=O)NC(=O)/C(=C/c3ccc(-c4ccc(C(=O)O)c(Cl)c4)o3)C2=O)c1	·	·	·	3.1%
CCNc1cc(N2CCNCC2)ccc1[N+](=O)[O-]	·	·	·	2.4%
CCCCCCn1c(=O)c(C(=O)Nc2nnc(C)s2)c(O)c2ccccc21	·	·	·	0.6%
COc1ccc(C2C([N+](=O)[O-])=C(N)Oc3c2c(=O)oc2ccccc32)cc1 (centres undefined)	·	·	·	0.3%
CCCCn1c(=O)c(C(=O)Nc2nc3ccccc3[nH]2)c(O)c2ccccc21	·	·	·	1.2%
CC12C=CC(=O)C=C1CCC1C2=CCC2(C)C1CC[C@@H]2C(=O)CN1CCN(c2cc(N3CCCC3)nc(N3CCCC3)n2)CC1 (some centres undefined)	·	·	-10%[56.9 µM]	·
CC1=CC(=O)c2c(O)cccc2C1=O	·	·	i	·
CC[C@@H]1CN2CC[C@@H]1C[C@H]2[C@H](O)c1ccnc2ccc(OC)cc12	·	·	359%[56.9 µM]	·
O=C1CC2OCC=C3CN4CC[C@]56c7ccccc7N1[C@H]5[C@H]2C3C[C@H]46 (some centres undefined)	·	·	222%[activator][56.9 µM]	·
O=C1CCCC2[C@@H]3CCCN4CCC[C@@H](CN12)C34 (some centres undefined)	·	·	i	·
CCNC(=O)[C@H]1O[C@@H](n2cnc3c(N)ncnc32)[C@H](O)[C@H]1O	·	-2%	·	·
CCCCN1C2CCC1CC(OC(c1ccc(F)cc1)c1ccc(F)cc1)C2 (centres undefined)	·	3%	·	·
COC(=O)C(N)CCCN=C(N)N[N+](=O)[O-] (centres undefined)	·	?	·	·
CCCN1CCCC2Cc3[nH]ncc3CC21 (centres undefined)	·	0%	·	·

Next entries follow:
mol	12-LOX inh	rTrxR1 inhibitor	RGS4 inh	RXFP1 ag
c1ccc(CNC2(c3nnnn3-c3ccccc3)CCCCC2)cc1	15%	·	·	·
CC(C)NC(=O)[C@H]1CN2CC[C@H]1C[C@@H]2Cn1cc(C2(O)CCCC2)nn1	24%[176 µM]	·	·	·
O=C(Nc1nccs1)[C@H]1CN2CCC1C[C@@H]2Cn1cc(CC2CCCCC2)nn1 (some centres undefined)	33%[176 µM]	·	·	·
COc1cc2c(cc1OC)[C@@H]1N(C)c3ccccc3[C@@]13CCN[C@H]3C2	?	·	·	·
CC(C)(O)c1cn(C[C@H]2CC3CCN2C[C@@H]3C(=O)Nc2nccs2)nn1 (some centres undefined)	5%[176 µM]	·	·	·
CC(C)CCN1CCCC2(CC(c3ccccn3)=NO2)C1 (centres undefined)	4%[12.5 µM]	·	·	·
Cn1nc(-c2cccs2)cc1[C@H]1CN2CC[C@H]1C[C@@H]2CNC(=O)NCc1ccccc1	28%	·	·	·
CC1(N2CCC(n3c([C@@H]4CCCNC4)nc4ccccc43)CC2)CCCCCCC1	?	·	·	·
Cc1ccc(C(=O)N2CCC3(CC2)c2nccn2-c2ccccc2CN3C)s1	4%	·	·	·
Cn1c(=O)c2[nH]c(N3CCNCC3)nc2n(C)c1=O	8%	·	·	·
C#CCOc1ccc(CCN)cc1	-19%	·	·	·
COc1cccc(CC(=O)N2CCN(CCC(=O)NC(N)=O)CC2)c1	14%	·	·	·
COc1ccccc1N1CCN(C(=O)[C@H]2CN3CCC2C[C@@H]3Cn2cc(CO)nn2)CC1 (some centres undefined)	10%	·	·	·
O=[N+]([O-])c1cc([N+](=O)[O-])c2ccccc2c1	-13%[57.4 µM]	·	·	·
O=C1NC2(Cc3ccccc31)CN(C1COC1)C2	2%[12.5 µM]	·	·	·
NCCc1ccccn1	?	·	·	·
CCNC1CCCCC1	?	·	·	·
COc1ccccc1OCCCn1cc(C(=O)C(F)(F)F)c2cc(Br)ccc21	-17%	·	·	·
O=C1CSC(c2cccc(F)c2F)c2cn[nH]c2N1 (centres undefined)	7%	·	·	·
Clc1ccc(COc2cccc(CNC3CN4CCC3CC4)c2)c(Cl)c1 (centres undefined)	?	·	·	·
CN(C)[C@@H]1CN(C(=O)Cc2cccnc2)CCC1(O)c1ccccc1 (some centres undefined)	12%	·	·	·
COCC1CN(C)CC12CCN(Cc1ccncc1)CC2 (centres undefined)	36%[activator]	·	·	·
O=C1NC[C@H]2CN(Cc3ccccc3)CCN12	-39%[176 µM]	·	·	·
CSc1ccc(-c2ccc(=O)n3c2[C@@H]2C[C@@H](CN(C(=O)Nc4cccc(F)c4)C2)C3)cc1	-18%	·	·	·
COc1ccc2c(c1)C1(CCN(S(=O)(=O)c3cccc(F)c3)C1)C(=O)N2 (centres undefined)	-15%	·	·	·
CCCCCN1C(=O)c2cc(OC)ccc2[C@@]2(C(=O)OCC)Cc3cc(Cl)ccc3[C@@H]12	?	·	·	·
CCOC(=O)C1=C(C)OC(N)=C(C(=O)OC)C12C(=O)Nc1cc(Br)ccc12 (centres undefined)	?	·	·	·
Cc1cc(O)ccc1Cl	3%	·	·	·
O=C(COc1ccccc1)N1C[C@@H]2C[C@H](C1)c1c(-c3ccccc3F)ccc(=O)n1C2	12%[176 µM]	·	·	·
N#CC1(c2ccccc2)CCN(C(=O)[C@H]2CCC[C@@H](O)C2)CC1	44%[activator]	·	·	·

Some of the entries so far, as labelled records:
Cc1cc(O)ccc1Cl
  12-LOX inh: 3%
  rTrxR1 inhibitor: ·
  RGS4 inh: ·
  RXFP1 ag: ·

O=C(COc1ccccc1)N1C[C@@H]2C[C@H](C1)c1c(-c3ccccc3F)ccc(=O)n1C2
  12-LOX inh: 12%[176 µM]
  rTrxR1 inhibitor: ·
  RGS4 inh: ·
  RXFP1 ag: ·

(more compounds)
mol	12-LOX inh	rTrxR1 inhibitor	RGS4 inh	RXFP1 ag
O=C1Nc2ccccc2C12CCN(Cc1cccc3ccccc13)CC2	-37%	·	·	·
Cn1nc(C2CCNCC2)n(C2CCCC2)c1=O	35%[activator]	·	·	·
COc1ccccc1CN1CC[C@@]2(CCCN(C(=O)Oc3ccccc3)C2)C1	5%[57.4 µM]	·	·	·
O=C(Oc1ccc([N+](=O)[O-])cc1)N1CCC(C(O)(c2ccc3c(c2)OCO3)c2ccc3c(c2)OCO3)CC1	?	·	·	·
O=C1c2ccccc2NC2(c3ccccc3)c3ccccc3-n3nncc3CN12 (centres undefined)	-9%	·	·	·
Cc1cccc(OCC(=O)N2CCC3(CC2)c2nccn2-c2ccccc2CN3C)c1	44%[activator]	·	·	·
O=C(CN1CCCCC1c1cccnc1)c1ccccc1 (centres undefined)	30%[activator]	·	·	·
CCCN1CC2ON=C(C(=O)O)C2C1 (centres undefined)	?	·	·	·
O=C1Nc2ccccc2CNC12CCN(Cc1ccccn1)CC2	51%[activator]	·	·	·
C=C[C@H]1CN2CC[C@H]1C[C@@H]2CNC(=O)C1CC1	54%[176 µM]	·	·	·
CSCC(=O)Nc1ccc(=O)n2c1[C@@H]1C[C@@H](CN(C(=O)c3ccc(F)cc3)C1)C2	?	·	·	·
O=C(Nc1ccccc1)N1CC2(CCN(C(=O)Oc3ccccc3)CC2)C1	-1%[57.4 µM]	·	·	·
O=C(C1CCCCC1)N1C[C@@H]2C[C@H](C1)c1c(-c3cncnc3)ccc(=O)n1C2	1%[176 µM]	·	·	·
CC(C)(C)NC(=O)NC(O)C(Cl)(Cl)Cl (centres undefined)	-21%	·	·	·
COc1ccc(CCC(=O)N2[C@H]3CC[C@@H]2c2cnc(-c4ccccc4)nc2C3)cc1	47%[activator]	·	·	·
c1cnc2nc(C3CCCNC3)[nH]c2c1 (centres undefined)	25%[176 µM]	·	·	·
O=S(=O)(F)CCS(=O)(=O)c1ccc(Cl)cc1	?	·	·	·
CCCOC(=O)C1=C(C)N[C@]2(C)C[C@H]1c1ccccc1O2	2%	·	·	·
CC1(O)CCC2C3CCC4=CC(=O)CC[C@]4(C)C3CC[C@@]21C (some centres undefined)	34%	·	·	·
Cc1cnc(CCN)n1C1CC1	99%[activator]	·	·	·
NC(=O)C1CCN(C(=O)c2cn(Cc3ccccc3)c3ccccc23)CC1	?	·	·	·
N#Cc1ccc(NC(=S)N2Cc3ccc(Br)cc3-n3nncc3C2)cc1	-1%	·	·	·
COc1ccccc1N1CCN(C[C@H]2CN3CC[C@H]2C[C@@H]3CNC(=O)Nc2ccsc2)CC1	43%[activator]	·	·	·
OC(CN(Cc1ccccc1)Cc1ccccc1)c1ccc2cc[nH]c2c1 (centres undefined)	?	·	·	·
O=C1NC2(Cc3ccccc31)CN(Cc1ccccn1)C2	50%[activator][176 µM]	·	·	·
CCCCCC[C@H]1C(=O)O[C@H](C)[C@H](NC(=O)c2cccc(NC=O)c2O)C(=O)O[C@@H](C)[C@@H]1OC(=O)CC(C)C	-12%[57.4 µM]	·	·	·
N#CC(C#N)=Cc1cccn1-c1ccc(Br)cc1	-25%	·	·	·
c1nc(N2C[C@@H](c3ccc4c(c3)OCO4)[C@@H]3[C@H]2C2CCN3CC2)c2[nH]cnc2n1	46%[activator]	·	·	·
CCN(C)C(C)Cc1cccc(C(F)(F)F)c1 (centres undefined)	-15%	·	·	·

Of the compounds above, 4 contain bromine:
mol	12-LOX inh	rTrxR1 inhibitor	RGS4 inh	RXFP1 ag
COc1ccccc1OCCCn1cc(C(=O)C(F)(F)F)c2cc(Br)ccc21	-17%	·	·	·
CCOC(=O)C1=C(C)OC(N)=C(C(=O)OC)C12C(=O)Nc1cc(Br)ccc12 (centres undefined)	?	·	·	·
N#Cc1ccc(NC(=S)N2Cc3ccc(Br)cc3-n3nncc3C2)cc1	-1%	·	·	·
N#CC(C#N)=Cc1cccn1-c1ccc(Br)cc1	-25%	·	·	·

Screens from PubChem BioAssay.
